# S1P3 antagonist: S1P3 receptor antagonists, primary screen, cell-based | CHO S1P3 NFAT-BLA reporter, FRET fluorescence, antagonist mode | actives 0.27% (n = 170,000) | inhibition, % at 4.98 µM;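 active = inhibition above the plate cutoff, the mean inhibition of test wells on that plate plus 3 SD, cut at about 28% in these data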;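 note: cells challenged with S1P at its EC80 of 0.8 µM; blue over green emission ratio from cleaved BLA substrate after 4 h stimulation; 0% = S1P-stimulated wells and 100% = unstimulated DMSO-only wells; some compounds past the cut are filed as inactive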
# Target sequence (Q99500 whole entry, looked up): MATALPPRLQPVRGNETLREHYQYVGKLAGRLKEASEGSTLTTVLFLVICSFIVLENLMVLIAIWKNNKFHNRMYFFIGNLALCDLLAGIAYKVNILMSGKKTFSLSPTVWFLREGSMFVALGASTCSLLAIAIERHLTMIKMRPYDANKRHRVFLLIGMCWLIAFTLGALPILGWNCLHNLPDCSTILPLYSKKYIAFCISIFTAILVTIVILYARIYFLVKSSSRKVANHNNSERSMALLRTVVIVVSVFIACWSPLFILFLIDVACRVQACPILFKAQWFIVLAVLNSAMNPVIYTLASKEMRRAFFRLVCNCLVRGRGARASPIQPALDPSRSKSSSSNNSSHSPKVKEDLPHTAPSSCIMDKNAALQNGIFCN
# RAM network inh: inhibitors of the yeast RAM network, primary screen, dse1pr::URA3 reporter, 5-FOA selection | S. cerevisiae dse1pr::URA3 reporter, 5-FOA growth OD615, 2 d; analog-sensitive cbk1-as2 kinase mutant strain | inhibition, % at 50 µM | actives 1.8% (n = 190,000);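 active = inhibition above a set limit, 3 SD over mean compound inhibition, cut at about 8.4% in these data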;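 note: 0% = DMSO-only wells with no growth and 100% = 10 µM 1-NA-PP1 full growth; inhibition rescues growth on 5-FOA so higher OD means more RAM inhibition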
# Hsp70 act: Hsp70 transcriptional activators, primary screen, cell-based, HeLa, Hsp70 promoter luciferase, luminescence, 10 µM; actives 0.04% (n = 200,000); activation, % at 10 µM; HeLa Hsp70 promoter luciferase reporter; scaled: vehicle 0, proteasome-inhibitor control 100%;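 active = activation above the mean across all tested compounds plus 3 SD, cutoff set per campaign, cut at about 5.5% in these data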;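 note: 100% = MG132 at 30 µM as the positive control and 0% = DMSO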
# DTT redox prof: compounds producing H2O2 with reducing agent – biochemical, NIH compound library profiling, artefact control for MLSCN library redox annotation, primary screen; DTT-dependent redox cycling H2O2, phenol red/HRP absorbance; 100% = 100 µM peroxide control, 0% = buffer; activation, % at 10 µM; actives 0.03% (n = 200,000); AID 878, 2007;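 active = activation of at least 50% relative to the plate's high and low controls in the primary single-dose screen; inactive = activation below 50%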;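 note: compound incubated with DTT at 0.8 mM final as the reducing agent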
# TLR4 MyD88 comp: inhibitors of TLR4-MyD88 association in cells, primary screen, cell-based, HeLa CL3-4, BLA complementation, FRET ratio; actives 0.18% (n = 200,000); HeLa CL3-4 TLR4/MyD88 BLA complementation; AID 861, 2007; Toll-like receptor 4 (Homo sapiens) + Myeloid differentiation primary response protein …; inhibition, % at 8.4 µM; in the data active = inhibition above about 25%;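 note: 0% = vehicle and 100% = reference inhibitor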
# PMI act satM6P: human PMI activators, high substrate, primary screen, biochemical, fluorescence intensity, near-saturating mannose 6-phosphate; Mannose-6-phosphate isomerase (Homo sapiens), P34949; coupled PMI enzyme assay, resazurin fluorescence, 20 min; active compounds read high; 1 = untreated enzyme, 0 = substrate-free blank; activation factor at 20 µM; actives 0.34% (n = 190,000); AID 1216, 2008;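 active = activation factor of 2 or more at 20 µM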
# Target sequence (P34949 whole entry, looked up): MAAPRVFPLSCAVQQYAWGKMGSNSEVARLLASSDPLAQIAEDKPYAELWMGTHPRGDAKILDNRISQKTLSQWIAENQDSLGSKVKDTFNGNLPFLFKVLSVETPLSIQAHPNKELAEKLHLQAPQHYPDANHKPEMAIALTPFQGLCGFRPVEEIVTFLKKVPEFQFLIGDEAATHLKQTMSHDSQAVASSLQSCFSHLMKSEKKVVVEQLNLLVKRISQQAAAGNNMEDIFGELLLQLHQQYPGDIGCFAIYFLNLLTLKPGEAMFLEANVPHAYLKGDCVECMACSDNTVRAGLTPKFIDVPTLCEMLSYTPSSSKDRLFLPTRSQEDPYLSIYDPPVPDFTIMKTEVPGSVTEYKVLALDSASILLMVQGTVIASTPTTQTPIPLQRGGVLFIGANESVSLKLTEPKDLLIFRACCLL
#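 Material: human phosphomannose isomerase with PGI, G6PDH, diaphorase coupling enzymes / Reagent: Man-6-P substrate 1.0 mM / Dosing: single compound dose of 20 µM, 1% DMSO final / Incubation: enzyme reaction with compound 20 min at room temperature / Signal: resorufin fluorescence (Ex 544/Em 590 nm) from resazurin via diaphorase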
# G6PDH CS: L. mesenteroides G6PDH inhibitors, counter-screen for G6PDH-coupled screening assays, biochemical, Leuconostoc mesenteroides enzyme; glucose-6-phosphate dehydrogenase [Leuconostoc mesenteroides]; Purified L. mesenteroides G6PDH, diaphorase/resazurin coupled fluorescence, 45 min; inhibition, % at 5 µM; actives 0.12% (n = 200,000); AID 1020, 2008
# Diaphorase act: compounds boosting diaphorase resazurin reduction – biochemical, uHTS, resorufin fluorescence, counter-screen for diaphorase-coupled primary assays, primary screen; Diaphorase/resazurin coupled assay, 16 min; active compounds read high; 1 = vehicle wells, 0 = NADH-free wells; activation factor at 20 µM; actives 0.005% (n = 190,000);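 active = diaphorase activity raised at least twofold by the compound at 20 µM; inactive = activation factor below 2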
#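 Test system: Clostridium kluyveri diaphorase, purified enzyme. Buffer or medium: 50 mM HEPES pH 7.4 buffer plus MgCl2 and Tween 20. Also added: 0.114 mM NADH and 0.1 mM resazurin, final amounts. Dosing: compound 20 µM once, DMSO 1%. Schedule: 16 min enzyme reaction, ambient temperature. Detection: fluorescence of resorufin, 544 nm excitation, 590 nm emission.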
# Diaphorase inh: diaphorase inhibitors and chemical oxidizers, primary screen, counter-screen for diaphorase-coupled primary assays, biochemical, uHTS, resorufin fluorescence | diaphorase resazurin-to-resorufin fluorescence, NADH, 16 min; bacterial (C. kluyveri) enzyme, not human | actives 0.69% (n = 190,000) | AID 1217, 2008 | inhibition, % at 20 µM;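 active = primary screen inhibition at 20 µM above a set limit, cut at about 50% in these data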;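 note: plate controls were DMSO with full reaction for no effect and wells lacking NADH for full effect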
#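 Assay system: diaphorase enzyme from Clostridium kluyveri; Input: enzyme working solution with 0.14 U/mL diaphorase; Timing: 16 min at room temperature; Technique: resorufin fluorescence, excitation 544 nm, emission 590 nm; Benchmarks: positive control minus NADH, DMSO neutral control.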
# Lmaj promast: Leishmania major promastigote growth inhibition, primary screen. actives 9% (n = 200,000). inhibition, % at 10 µM. Leishmania major promastigotes, resazurin fluorescence viability;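 note: promastigotes grown with compound for 44 hours at 28 °C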
# PMI act: activators of human PMI, primary screen, biochemical, fluorescence intensity, near-Km mannose 6-phosphate; purified human PMI, coupled resazurin fluorescence, 20 min; active compounds read high; 1 = vehicle control, 0 substrate-free wells; activation factor at 20 µM; actives 0.005% (n = 190,000); AID 1214, 2008;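 active = activation factor of 2 or more at 20 µM, relative to plate controls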
# * marks the source's active call; other numbers are inactive results; x = not tested or not shown. Cut-off read from the data, not from the text of the source, unless noted: active = inhibition above about 50%; inactive = the rest.
SMILES,S1P3 antagonist,RAM network inh,Hsp70 act,DTT redox prof,TLR4 MyD88 comp,PMI act satM6P,G6PDH CS,Diaphorase act,Diaphorase inh,Lmaj promast,PMI act
O=C(N/N=C/c1ccc(-c2cccc(C(F)(F)F)c2)o1)c1ccccc1O,-33.0,0.6,-0.4,0.5,4.5,1.2,4.5,1,-3.3,97.9*,1.2
O=[N+]([O-])c1ccccc1S(=O)(=O)N1CCN(CC2CC3C=CC2C3)CC1 (stereo not drawn),-3.2,-0.3,-0.4,-0.1,5.4,0.9,10.0,0.6,39.1,3.7,0.8
CC(Sc1nnnn1-c1ccccc1)C(=O)Nc1ccccc1-c1ccccc1 (stereo not drawn),4.0,6.0,0.1,0.5,-0.5,0.9,-1.0,0.8,17.9,-6.0,0.9
O=C1/C(=C/Nc2cccc([N+](=O)[O-])c2)CCc2ccccc21,4.2,4.0,0.2,-0.3,2.6,0.2,30.7,0.6,38.7,47.6,0.1
COc1cc(-c2noc(CCCC(=O)NCc3ccccc3)n2)cc(OC)c1OC,x,-0.8,-0.2,0.0,0.5,1.1,3.5,1.1,-5.4,4.2,1
CCOC(=O)CS(=O)(=O)c1nc(-c2ccccc2)cc(C(F)(F)F)n1,17.1,-1.6,0.3,0.1,25.2*,0.9,2.8,0.8,18.5,0.1,0.7
COc1cccc(NC(=S)N(CCN(C)C)C(C)c2cccnc2)c1 (stereo not drawn),0.7,6.5,0.1,-0.6,-13.8,1,9.1,1,1.0,11.3,1
CCOc1ccc2c(c1)C(N(CCN1CCOCC1)C(=S)Nc1ccccc1OC)CC(C)(C)O2 (stereo not drawn),-27.9,2.7,0.0,-0.7,-7.1,0.9,3.1,0.9,13.6,58.5*,0.9
O=C(COC(=O)c1ccc(Br)cc1)NCc1ccccc1,-12.7,2.0,-0.3,0.2,-13.3,0.9,-0.2,0.8,19.7,-7.7,0.9
CCS(=O)(=O)N1CCN(CC2CC3C=CC2C3)CC1 (stereo not drawn),x,1.9,-0.6,0.2,-3.4,1.1,2.0,0.9,9.3,92.8*,1
O=C(Nc1ccc([N+](=O)[O-])cc1)C1(c2ccccc2)CCOCC1,-7.5,0.0,-0.3,x,-1.3,0.9,3.5,0.8,17.7,44.2,0.9
OC(CCCN1CCC(O)(c2ccc(Cl)cc2)CC1)c1ccc(F)cc1 (stereo not drawn),-4.2,1.0,-0.4,4.9,-5.0,0.9,29.2,0.9,8.1,95.7*,1
Cc1ccc(SCC2(O)CCN(C(=O)c3ccc(Cl)cc3)CC2)cc1,x,0.0,-0.4,0.8,1.4,1,15.0,0.9,10.9,11.5,1.1
CC(/C=N/NC(=O)Cc1cc(=O)[nH][nH]1)=C\c1ccccc1,x,2.5,0.0,-4.6,-19.2,0.9,-1.6,1,-0.1,-2.8,1
S=C(NCC1CCCO1)N1CCN(c2cccc(Cl)c2)CC1 (stereo not drawn),13.6,0.7,-0.1,0.3,-9.8,1.1,4.4,0.9,11.1,-6.5,1.1
Cc1cccc(-c2c3c(=O)n(C)c(=O)n(C)c3c3cccnn23)c1,4.1,1.3,-0.1,3.0,-3.9,0.9,6.0,0.8,19.2,0.8,0.9
COc1ccc(-n2nc([N+](=O)[O-])c(=NCc3ccc4c(c3)OCO4)n2O)cc1,3.2,5.4,-0.4,-0.5,-3.7,1,4.3,0.9,10.7,96.6*,0.9
CCOc1ccc(C2C(C(=O)c3cccs3)=C(O)C(=O)N2Cc2cccnc2)cc1OC (stereo not drawn),-14.6,0.0,0.1,-0.3,-13.1,1,11.6,1,2.7,-4.9,1.1
Cc1cccc(Nc2nc(-c3ccncc3)cs2)c1,26.7,1.6,0.6,1.0,-4.3,1,1.4,0.8,15.7,17.2,1
COc1cc(/C=C2/C(=O)NN(c3cccc(F)c3)C2=O)ccc1OC(=O)c1ccco1,-3.1,4.6,-0.1,0.5,-14.1,1.2,-11.6,0.8,20.4,-1.1,1.1
COc1ccc(C(=O)c2c(C(F)(F)F)oc3c2C(=O)c2ccccc2C3=O)cc1,x,3.8,-0.5,-2.4,5.5,2*,54.4*,0.9,7.1,99.8*,1.5
COc1cc(C2C3=C(CC(C)(C)CC3=O)Nc3c2c(=O)[nH]c(=O)n3Cc2ccccc2)ccc1O (stereo not drawn),-12.2,0.0,0.1,-0.2,-5.3,1.1,0.0,1,1.6,-4.0,1.2
CCCCOc1ccc(N2C(=O)CC(N(CCc3ccccc3)C(=O)/C=C/C(=O)O)C2=O)cc1 (stereo not drawn),-3.1,2.5,-0.2,-0.2,-9.7,1,-0.6,1,2.4,-8.5,1.1
COc1ccc(N(CC(=O)N2CC=C(c3ccccc3)CC2)S(=O)(=O)c2c(C)noc2C)cc1,-9.4,1.0,-0.3,-2.9,-1.1,0.8,4.7,0.7,31.5,17.8,0.9
Cc1cc(Cl)cc2c1NC(=O)[C@]21[C@@H]2C(=O)N(Cc3ccccc3)C(=O)[C@@H]2[C@@H]2CCCN21,7.1,1.2,1.1,-2.9,5.1,0.9,9.7,0.7,26.5,10.4,0.9
O=C(CCCCCN1C(=O)c2ccccc2C1=O)NCc1ccco1,-24.9,0.3,-0.3,-0.7,6.3,1,10.5,0.9,8.2,3.0,1.1
CN(Cc1cc(=O)n2ccsc2n1)C1CCCCC1,3.9,0.6,-0.1,0.2,2.6,0.9,0.7,1.1,-8.9,3.9,0.9
CCN1CCCC1CNC(=O)Cn1cccc1C(=O)c1ccccc1 (stereo not drawn),-36.9,0.5,0.0,1.9,7.7,0.8,-0.9,0.8,20.7,-3.7,0.8
CC1=CC(C)C2(CO)COC(c3cccnc3)C1C2C (stereo not drawn),1.3,2.1,0.0,-0.3,-14.7,0.9,2.9,0.8,17.4,80.5*,0.9
CC(O)c1nc2ccccc2n1CCCCOc1ccccc1 (stereo not drawn),6.0,0.0,-0.3,-0.1,-7.7,1,6.9,1,2.0,0.7,0.9
Cc1cc(C)n2nc(SCC(=O)Nc3ccccc3)nc2n1,-7.6,2.6,-0.1,-0.5,-13.8,1,9.5,0.9,10.9,-3.6,0.9
O=c1cc(-c2ccccc2)nc2nc[nH]n12,x,0.3,-0.5,0.2,-0.3,1.1,2.6,0.9,5.1,-3.6,1
CCc1nnc(NC(=O)c2cc(OC)c(OC)cc2[N+](=O)[O-])s1,-6.5,1.0,0.1,0.2,2.8,0.7,11.4,0.9,13.0,3.6,0.8
O=C(O)CC12CC3CC(C1)CC(n1ncc(NCc4ccc5c(c4)OCO5)c(Cl)c1=O)(C3)C2,3.0,0.4,-0.3,0.1,9.5,1.1,11.8,1,3.4,-1.1,1.1
CCC(C)Oc1ccccc1C1CC(=O)NC2=C1C(=O)CCC2 (stereo not drawn),-12.4,1.1,0.1,2.9,0.8,0.9,2.1,1,4.2,-4.8,0.9
O=C(NCCC1=CCCCC1)C1CCCN(S(=O)(=O)c2cnc[nH]2)C1 (stereo not drawn),-13.7,0.3,-0.2,-0.8,-0.8,1,3.0,0.9,10.5,-5.7,1
O=C(Cn1cnc2c(nnn2Cc2ccc(Cl)cc2)c1=O)N1CCN(c2ccccc2)CC1,-9.6,2.2,-0.3,0.1,-13.1,1.1,5.6,0.9,8.5,20.4,1
CCOC(=O)C1CCCN(CC(=O)Nc2c(C(=O)OC)[nH]c3ccc(C)cc23)C1 (stereo not drawn),-18.9,1.4,-0.5,2.0,-16.4,0.9,-0.8,0.8,23.9,1.9,0.9
COc1ccc(CNc2ccc(C)cc2)cc1Br,x,-0.3,-0.6,2.4,-1.9,0.6,10.8,0.8,18.3,-1.8,0.8
COC(=O)C(Cc1ccc(OC(=O)c2ccc(C(F)(F)F)cc2)cc1)N1Cc2ccccc2C1=O (stereo not drawn),x,4.7,0.4,7.6,4.2,0.9,6.9,0.8,18.2,13.8,0.8
CCC(=O)Nc1nc2nc(C)cc(=O)n2[nH]1,x,1.6,0.0,0.1,4.1,1.1,47.2,1,1.5,-3.9,1
CCN(CC)C(=O)c1c(NC(=O)c2ccccc2)sc(C)c1C,x,0.6,0.1,0.0,-0.1,1,0.9,0.9,12.6,-5.3,1
O=C(NCc1ccco1)C1CCCN(S(=O)(=O)c2ccccc2)C1 (stereo not drawn),x,-0.8,-0.1,0.3,-0.1,1.1,8.7,1.1,-5.8,-0.1,1.1
O=C(CSCc1ccccc1)N1CCN(c2cccc(C(F)(F)F)c2)CC1,x,4.7,0.1,1.0,7.4,0.9,-1.5,0.8,22.6,-9.7,0.8
COc1cc(C(=O)N/N=C\c2ccccc2)c([N+](=O)[O-])c(OC)c1OC,x,2.2,-0.6,2.5,-0.3,0.7,4.1,1,4.2,-5.8,1
COc1ccc(NC(=O)/C(C#N)=C\c2cc(C)n(-c3ccc4c(c3)OCO4)c2C)cc1,-0.8,2.8,-0.2,0.7,-5.2,0.8,-1.4,0.8,15.9,49.5,1
COc1ccc(NC(=O)COC(=O)[C@@H]2CCCN2S(=O)(=O)c2ccccc2F)c(OC)c1,-7.3,0.7,-0.5,-0.5,13.2,1,0.4,0.8,20.8,-3.5,1.1
COc1ccc(C(=O)NCc2nnc(SCC(=O)c3ccccc3)n2C)cc1,2.5,3.0,-0.5,-0.5,10.8,1.1,6.8,0.9,9.0,-3.6,1
O=C(CSc1ccc(-c2ccco2)nn1)NCc1ccc2c(c1)OCO2,-9.6,0.3,-0.5,-0.1,-0.9,0.8,6.1,0.8,18.6,14.0,0.8

# Assay outcomes deposited in PubChem BioAssay by several laboratories.
